# Screens deposited in PubChem by several laboratories.
# XIAP displacement – XIAP antagonists, biochemical, IAP family, fluorescence polarization (AID 1018); actives 0.007% (n = 200,000); displacement, % at 20 µM, or IC50 in µM where a hit was titrated; XIAP BIR domain, fluorescence polarization peptide displacement; higher % means a stronger effect; in the data active means displacement above about 50%; further: a part of the inactive calls stands beside numbers as strong as those of hits
# Ins promoter up – MIN6 insulin promoter up-regulation; MIN6 insulin promoter-GFP reporter, high-content imaging; stronger effect = higher value; z-score at 5 µM; actives 0.3% (n = 190,000); AID 1625;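 active means z-score above 3 at 5 µM with at least 500 cells counted in the well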
# ER stress rescue – protection against thapsigargin-triggered cell killing – 384-well, CSM14.1, ATP luminescence, primary screen (AID 1222); one-dose cellular ATP content (survival), % at 20 µM; EC50 in µM for titrated hits; CSM14.1 thapsigargin-induced death rescue, ATP luminescence; higher % means a stronger effect; 190,000 tested, under 10 active;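 active means EC50 below 50 µM in the dose-response confirmation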;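 further: death triggered by thapsigargin at about 15 µM added after 2 h compound pretreatment; cell ATP read after overnight thapsigargin exposure of roughly 18 to 22 hours; normalized against plate controls of thapsigargin alone and 5% DMSO vehicle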
# b-catenin transl – beta-catenin nuclear translocation modulation; HeLa beta-catenin nuclear translocation, immunofluorescence imaging; nuclear translocation activity, % at 5 µM; actives 0.3% (n = 190,000); AID 1665;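 active means nuclear translocation activity above 50% at 5 µM, with a well cell count of 50 or more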;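 further: per-cell ratio of nuclear to cytoplasmic median beta-catenin stain intensity; plate controls were DMSO negative control for no effect and GSK-3 inhibitor IX positive control for full effect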
#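 Test system: HeLa cells, endogenous beta-catenin; Compound: single 5 µM dose plus 0.02–20 µM confirmation series; Times: compound exposure 24 h at 37°C; Signal: fluorescence imaging of beta-catenin antibody stain plus DAPI; Read-out: % activation, nuclear-to-cytoplasmic median beta-catenin signal ratio per cell.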
# Autophagy mod – alters autophagy in cells | MEF GFP-LC3 puncta imaging; test concentration mostly 10 µM | calls only at 10 µM (by protocol) | actives 0.98% (n = 190,000) | AID 463193;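 active means percentage of spot-positive cells more than 3 SD above its plate mean, without a fluorescence outlier flag or 80% toxicity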;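 further: spot-positive cell cutoff set from DMSO-treated cells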
# MT stabilizer – stabilizes microtubules in HeLa cells; HeLa tubulin immunostaining HCS, 24 h; share of cells brighter than vehicle mean+2SD; % tubulin-high responders, % at 10 µM; actives 0.83% (n = 200,000);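 active means plate Z-score above 3 for both tubulin-high and condensed-nucleus cell shares, with cell loss under 80%, at 10 µM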;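 further: anti alpha tubulin signal scored within the nucleus-defined area of each cell; some results filed as inactive read as strong as hits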
# Hep lipid drop – hepatic lipid droplet formation modulation | actives 0.4% (n = 240,000) | AML12 mouse hepatocytes, oleate lipid droplets, BODIPY imaging | inhibition, % at 6.5 µM | AID 1656;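 active means lipid droplet intensity inhibited by at least 50%, with more than 500 cells counted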
#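 Assay system: AML12 hepatocytes (mouse); Probe or stimulus: oleic acid at 100 µM to induce lipid droplet formation; Dosing: compound at 6.5 µM only; Schedule: compound with oleate, overnight; Detection: fluorescence imaging, 20x objective, two fields per well; Measure: % inhibition of lipid droplet signal.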
# WT yeast gro inh – growth inhibition of WT yeast, mitochondrial fusion screen; mitochondrial fusion phenotypic screen, WT strain; inhibition, % at 10 µM; actives 2.1% (n = 190,000); AID 1362; in the data active means inhibition above about 58%; tested in S. cerevisiae
# Dynein cargo inh – blocks dynein driven cargo transport along microtubules; 3617.4 mouse cells, GR-EGFP nuclear translocation imaging; test concentration mostly 20 µM; stimulated with dexamethasone, 1 µM; stronger effect = lower value; z-score, hits read low; actives 0.47% (n = 220,000);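 active means plate z-score of nuclear minus cytoplasmic receptor signal below a set negative limit, without overly bright fluorescence or cell loss, cut at about -3.5 in these data, passing the limit was not always enough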;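 further: z-score of nuclear minus cytoplasmic ring GR-EGFP intensity difference per well; some compounds called inactive have numbers as strong as hits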
#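 Schedule: 48 h induction, then 1 h compound, then 30 min agonist, 37 °C. Buffer or medium: tetracycline-free induction medium containing charcoal-stripped FBS. Reagent: 1.0 µM final dexamethasone stimulus. Evaluation: nuclear versus cytoplasmic GR-EGFP signal, averaged per well. Signal: high-content fluorescence imaging after fixation.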
# WT yeast gro inh mutant strain – recorded beside WT yeast gro inh, whose call it bears; inhibition, %; mitochondrial fusion phenotypic screen, mutant strain inhibition
# Dynein cargo inh cytoplasmic EGFP – recorded beside Dynein cargo inh, whose call it bears; z-score; measured here: cytoplasmic GR-EGFP intensity; stronger effect = higher value
# Dynein cargo inh nuclear GR-EGFP – further read-out of Dynein cargo inh, marked with its call; z-score; measured here: nuclear GR-EGFP intensity;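 lower value marks the stronger effect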
# Dynein cargo inh cell count – also measured in Dynein cargo inh; calls as there; z-score; measured here: cell count per field
# Ins promoter up cell count – further read-out of Ins promoter up, marked with its call; cell count; measured here: cytotoxicity, nuclei count;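 total cells summed across four imaged fields per well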
# Hep lipid drop cells 6.5 µM – recorded beside Hep lipid drop, whose call it bears; cell count; measured here: cell count, cytotoxicity flag;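 cells counted across two imaged fields per well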
# b-catenin transl cell count 5 µM – also measured in b-catenin transl; calls as there; cell count; measured here: cell count, cytotoxicity flag
# MT stabilizer Hoechst-high % – recorded beside MT stabilizer, whose call it bears; % Hoechst-high responders; measured here: nuclear condensation Hoechst responders;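 share of cells brighter than vehicle mean plus two SD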
# MT stabilizer cytotoxicity % – also measured in MT stabilizer; calls as there; toxicity, %; measured here: cytotoxicity by cell density;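 0% = mean cell density of plate MIN control wells and 100% = no cells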
# Autophagy mod cell loss 18 h – also measured in Autophagy mod; calls as there; toxicity, %; measured here: cell loss, nuclei count;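 cell loss after 18 h compound exposure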
# Starred values were filed as active, the others as inactive; i = inactive; · = no result given; + = active, no number.
SMILES,XIAP displacement,Ins promoter up,Ins promoter up cell count,ER stress rescue,b-catenin transl,b-catenin transl cell count 5 µM,Autophagy mod,Autophagy mod cell loss 18 h,MT stabilizer,MT stabilizer Hoechst-high %,MT stabilizer cytotoxicity %,Hep lipid drop,Hep lipid drop cells 6.5 µM,WT yeast gro inh,WT yeast gro inh mutant strain,Dynein cargo inh,Dynein cargo inh cytoplasmic EGFP,Dynein cargo inh nuclear GR-EGFP,Dynein cargo inh cell count
Cc1ccc(CCNC(=O)Cn2cccc2)cc1,-2.0%,0.57,2046,-0.2%,-0.7,1047,i,-1,2.6,1.9,3.4,4,732,-3,1,-0.29,0.5,-0.044,-1.1
Cc1cccc(NC(=O)c2nc[nH]c2C(=O)N[C@@H](Cc2ccccc2)C(=O)OCc2ccccc2)c1,·,-0.36,1104,·,-0.5,1313,·,·,·,·,·,1,654,·,·,0.41,-0.68,0.37,-0.25
O=C(CSc1nc2ccc(Cl)cc2[nH]1)N1CCN(C(=O)c2ccco2)CC1,-7.7%,-1.2,1391,-1.5%,1.5,1031,i,9,5.2,2.2,5.8,-3,696,1,-3,0.27,-0.17,0.24,-0.29
CCOC(=O)C(=CNc1ccc(C#N)cc1)C(=O)OCC,-14%,1.2,1260,0.5%,-0.9,1095,i,7,3.2,2.6,12,16,675,2,14,0.64,-0.33,0.82,0.71
N/C(=N\OC(=O)c1ccc2ccccc2c1)c1cccc([N+](=O)[O-])c1,-2.8%,0.03,1117,-0.9%,1.5,1072,i,21,4.1,3.1,9.0,1,675,37,13,-0.15,-0.28,-0.18,0.82
O=C(CCCOc1ccccc1)N1CCN(S(=O)(=O)c2cccs2)CC1,-2.5%,·,·,-0.9%,·,·,i,0,2.6,1.8,7.4,22,861,-4,-1,-0.82,-0.23,-0.61,0.78
CCn1c(Cc2ccc(OC)cc2)nnc1SCC(=O)N1CCN(c2ccccc2)CC1,-15%,·,·,0.4%,·,·,i,6,2.3,2.1,9.7,13,754,4,18,0.54,-0.19,0.15,-0.41
Cc1ccccc1-n1c(C)cc(/C=N/Nc2ccc([N+](=O)[O-])cn2)c1C,-2.7%,0.2,1031,0.5%,0.0,1209,+,-12*,2.2,1.3,8.8,2,688,-3,5,0.21,-0.31,0.5,0.25
COc1ccc(C2CC(c3ccccc3)=NN2C(=O)COC(=O)C2(C)CC2(Cl)Cl)cc1 (stereo not drawn),0.7%,-1.1,1250,-0.1%,0.2,1035,i,-3,3.0,2.7,10,31,707,72*,52*,-0.78,-0.26,-0.31,0.0073
Cc1nnc(SCC(=O)N2CCc3ccccc32)s1,-6.7%,1,1848,-3.8%,-2.0,1118,i,4,1.1,1.4,5.9,-3,679,5,-27,-0.38,-0.25,-0.022,0.96
Cc1cccc(OCC(=O)NCC(=O)N/N=C/c2c(C)[nH]c3ccccc23)c1,·,-0.99,999,·,-1.0,1294,·,·,·,·,·,-3,637,·,·,-0.4,0.33,0.5,-0.75
CCN(CC)c1ccc2cc(S(=O)(=O)c3ccc(C)cc3)c(=O)oc2c1,-19%,1.5,1336,-0.6%,·,·,i,16,2.6,2.6,8.8,28,709,24,37,0.027,0.052,0.78,-0.66
COc1ccc(C2C(C#N)=C(N)N(c3sc4c(c3C#N)CCCC4)C3=C2C(=O)CC(C)(C)C3)cc1OC (stereo not drawn),-4.6%,0.17,1052,-0.6%,·,·,i,-8,1.9,1.2,9.7,·,·,6,21,-0.022,-0.25,0.23,-0.19
O=C(CCn1c(=O)c2sccc2n(CC(=O)OCc2ccccc2)c1=O)NCc1ccco1,-1.1%,-0.74,1582,0.4%,-2.4,901,i,-2,1.2,1.4,5.5,·,·,-14,-6,0.13,-0.18,0.18,-0.44
COc1cc(C=Nc2cccc(C)c2)c(O)c([N+](=O)[O-])c1,-1.3%,0.44,1427,-1.8%,·,·,i,14,3.1,0.8,5.8,6,726,6,18,-0.12,-0.19,0.09,0.035
COc1cc(/C=N/n2c(-c3n[nH]c4c3CCC4)n[nH]c2=S)ccc1O,·,-0.57,977,·,-1.4,1305,·,·,·,·,·,0,610,·,·,-0.65,-0.17,0.4,-1.6
O=C(Nc1ncc(S(=O)(=O)c2ccc([N+](=O)[O-])cc2)s1)c1ccccc1F,·,0.06,1499,·,0.8,1317,·,·,·,·,·,6,703,·,·,2,-0.23,0.62,-1
CC(C)c1nc2sc3c(=O)[nH]cnc3c2c2c1CCC2,0.4%,-0.64,1278,-1.4%,-0.1,931,i,2,5.8,4.2,8.1,-7,615,-1,-18,3.1,-0.17,1.7,-1.7
CCOC(=O)c1ccc(N2C(=O)CC(C(=O)OC)=C2C)cc1,-7.1%,0.31,1271,-0.1%,·,·,i,-9,3.4,2.7,1.0,-16,705,-19,-12,-2.1,-0.097,-1,0.27
S=C(Nc1ccc(Cc2ccncc2)cc1)Nc1cccc(Cl)c1,-7.8%,0.25,1238,-0.7%,-2.1,1037,i,-4,3.2,2.1,7.0,6,721,30,13,-0.79,0.87,0.1,1.1
CCS(=O)(=O)NCc1ccc2c(c1)cc(C)n2C,-6.6%,·,·,0.9%,-3.8,1107,i,3,3.0,3.7,8.7,-2,632,9,8,-0.1,-0.25,0.057,0.41
COC(=O)c1ccc(C2CC(=O)NC3=C2C(=O)CCC3)cc1 (stereo not drawn),-2.9%,0.23,1366,-1.2%,-1.0,769,i,10,1.2,3.1,14,·,·,1,7,0.97,-0.045,0.88,-0.9
CCOC(=O)C1CCN(C(=O)COc2ccc(N(C)S(=O)(=O)c3ccc(OCC)cc3)cc2)CC1,-3.5%,·,·,-2.5%,-1.4,1097,i,-33,2.4,1.6,8.1,3,673,11,-2,-0.55,-0.24,-0.37,0.93
O=C(NCCCCc1ccccc1)C1CC(c2cccc([N+](=O)[O-])c2)=NO1 (stereo not drawn),-6.6%,0.73,1446,-0.7%,-1.6,872,i,8,3.3,3.1,10,·,·,11,-20,-0.059,-0.21,0.26,1.1
COC(=O)Nc1ccc(C)c2nsnc12,-5.6%,-0.38,1476,-1.1%,3.3,1399,i,14,3.3,3.1,1.4,·,·,2,-11,-0.15,-0.28,-0.35,1
CC(C)C(NC(=O)C1CCCCC1)C(=O)NC1=NCCS1 (stereo not drawn),-2.7%,·,·,-2.4%,-2.9,1060,i,3,2.0,2.3,9.8,-2,784,11,11,1.6,0.13,1.3,-1.2
C=CCNCC(=O)NN=C(c1ccccc1)c1ccccc1,1.2%,0.08,1879,-0.4%,0.1,1062,i,3,0.9,1.0,2.1,-13,656,4,7,1.3,-0.24,1,-0.75
CC(Cl)C(=O)NC(=O)NC12CC3CC(CC(C3)C1)C2 (stereo not drawn),0.3%,0.27,1573,0.8%,-0.9,1119,i,-13,4.6,2.2,9.5,-6,585,-8,-9,-0.62,0.28,-0.18,-0.41
COC(=O)[C@@H](NC(=O)Nc1cccc(OC)c1)C(C)C,-6.2%,3*,1464*,-0.5%,1.0,1347,i,-3,3.6,2.2,0.1,·,·,20,10,0.32,-0.25,-0.74,-0.037
CCOC(=O)C1CCN(CC(=O)Nc2c(C(=O)OC)[nH]c3ccccc23)CC1,0.9%,-0.57,945,3.0%,-0.9,1139,i,-24,2.0,2.3,11,·,·,13,-4,-0.44,-0.19,-0.22,0.23
O=C(Nc1ccccc1N1CCN(C(=O)c2ccc(Cl)cc2)CC1)c1ccc2c(c1)OCO2,-7.5%,·,·,-1.7%,·,·,i,-10,1.9,1.6,25,-2,800,40,22,-0.96,-0.22,-0.13,0.22
Cc1ccc2nc(-c3ccc(NC(=O)c4ccco4)cc3)[nH]c2c1,-7.2%,·,·,-1.8%,0.1,1001,i,2,5.7,2.7,3.8,-2,662,10,1,0.15,-0.23,0.016,-0.39
COc1ccc(C2CC(=O)C3=C(C2)NC(C)=C(C#N)C3c2ccc(N(C)C)cc2)cc1 (stereo not drawn),-2.2%,·,·,1.5%,-0.7,841,+,-15*,2.1,0.8,2.2,·,·,5,-7,-0.64,-0.085,-0.088,0.69
